# TEAD-YAP inh = TEAD-YAP interaction inhibition. inhibition, % at 9.12 µM. 1.4% of 640,000 active. HEK-TIYL cells, TEAD-Gal4/YAP UAS-luciferase luminescence; in the data active = inhibition above about 32%;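 also: 0% = median of test compound wells and 100% = reference inhibitor wells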
# FBW7 activator = activators of human E3 ligase FBW7. AlphaScreen FBW7–phospho-cyclin E peptide binding, activator screen. 0.13% of 650,000 active. Q969H0. normalized activity (activation), % at 26.1 µM; in the data active = normalized activity above about 1.9%;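 also: purified mutant Fbw7 with reduced substrate affinity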
# MITF primary = blocks human microphthalmia-associated transcription factor; AlphaScreen MITF homodimerization, bead proximity signal; inhibition, % at 2.6 µM; O75030; AID 1259374; 0.91% of 650,000 active; in the data active = inhibition above about 50%;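 also: 0% = vehicle wells with protein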
# Target sequence (O75030 whole entry, looked up): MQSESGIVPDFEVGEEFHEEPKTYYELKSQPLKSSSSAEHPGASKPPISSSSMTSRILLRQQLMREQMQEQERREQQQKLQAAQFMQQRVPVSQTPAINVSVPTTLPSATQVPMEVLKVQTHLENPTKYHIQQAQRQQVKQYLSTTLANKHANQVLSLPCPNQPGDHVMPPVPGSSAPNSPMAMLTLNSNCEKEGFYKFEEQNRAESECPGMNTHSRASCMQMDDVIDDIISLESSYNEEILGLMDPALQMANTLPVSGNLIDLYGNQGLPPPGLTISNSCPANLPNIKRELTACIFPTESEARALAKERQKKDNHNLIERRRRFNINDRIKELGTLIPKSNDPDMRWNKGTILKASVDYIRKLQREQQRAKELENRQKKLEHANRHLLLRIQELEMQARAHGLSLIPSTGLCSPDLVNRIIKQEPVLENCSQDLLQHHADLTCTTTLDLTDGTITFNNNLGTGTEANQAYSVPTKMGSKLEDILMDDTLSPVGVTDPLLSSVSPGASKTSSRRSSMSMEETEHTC
# GPR151 ag = human GPR151 activation; PathHunter beta-arrestin GPR151 cells, luminescence; activation, % at 11.2 µM; 1% of 650,000 active; AID 1508602; in the data active = activation above about 4.9%;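 also: 0% = median of compound wells and 100% = cells with positive control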
# Target sequence (Q8TDV0 whole entry, looked up): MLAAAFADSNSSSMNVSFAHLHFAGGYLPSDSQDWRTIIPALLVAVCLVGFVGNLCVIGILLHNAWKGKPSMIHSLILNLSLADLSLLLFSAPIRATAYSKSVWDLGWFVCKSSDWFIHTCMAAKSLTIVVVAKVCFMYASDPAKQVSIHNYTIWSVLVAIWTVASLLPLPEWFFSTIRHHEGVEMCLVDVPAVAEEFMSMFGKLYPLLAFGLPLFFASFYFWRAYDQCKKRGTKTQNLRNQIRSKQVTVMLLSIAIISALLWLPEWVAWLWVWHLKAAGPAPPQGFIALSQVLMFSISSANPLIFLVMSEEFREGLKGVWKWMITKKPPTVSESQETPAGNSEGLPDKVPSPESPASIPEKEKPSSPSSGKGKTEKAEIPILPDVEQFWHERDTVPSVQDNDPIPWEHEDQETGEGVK
# * = called active by the depositor.
SMILES,TEAD-YAP inh,FBW7 activator,MITF primary,GPR151 ag
O=C(Nc1ccc(-c2cn[nH]c2)cc1OC(F)(F)F)C1COc2ccccc2O1 (configuration not stated),5,-0.1,9,0.7
COc1ccc(CN2CCNC(=O)C2CC(=O)NCC2CCN(C(C)C)CC2)cc1C (configuration not stated),-1,0.0,-1,1.7
CCCCCCNC(=O)c1ccc2c(c1)NC(=O)C(CSCc1ccc(F)cc1)N2 (configuration not stated),1,0.3,12,-0.2
Cc1cc(NC(=O)c2ccc3ccccc3c2)nc2c1c(=O)oc1ccccc12,10,0.7,21,-0.1
Cc1nc(Cl)cc(N/N=C/c2ccc(F)cc2)n1,-8,-0.2,0,-0.4
Cc1cc(OCc2nnc(SCC(=O)N3CCC(C)CC3)o2)ccc1Cl,0,0.0,6,0.1
O=S(=O)(c1cccc2nonc12)N1CCc2ccccc2C1,12,-0.1,12,-0.7
COc1cc(CO)ccc1OCC(=O)Nc1cc(Cl)ccc1C#N,-69,-0.2,3,0.6
CCC(C)NC(=O)CN1N=C(c2ccc(OC)cc2)CCC1=O (configuration not stated),0,0.0,2,0.5
CN(C)S(=O)(=O)N1CCc2ccc(NC(=O)C3CCCO3)cc2C1 (configuration not stated),-6,-0.2,5,1.9
c1ccc(CNc2ncnc3nc(Nc4ccncc4)[nH]c23)cc1,-1,-0.2,5,0.6
Cc1ccccc1Cn1nc(C)c(NC(=O)c2cc(-c3ccco3)on2)c1C,1,0.1,16,0.2
Cc1cc(OCC(=O)N2CCOCC2)cc(C)c1Br,-4,0.3,18,-0.3
Cc1ccc(CN(C(=O)c2cccs2)C2CCS(=O)(=O)C2)cc1 (configuration not stated),1,-0.1,13,-1.4
Cn1cnnc1SCC(=O)c1nnc(-c2ccccc2)o1,-2,0.1,1,1.8
Cc1cccc(-c2nc(NCc3ccccc3)c3ccccc3n2)c1,2,-0.1,0,-0.3
OC(c1ccc2c(c1)OCO2)c1cccs1 (configuration not stated),-5,0.3,14,-0.3
Cc1csc(NC(=O)C(Cc2ccccc2)N2Cc3ccccc3C2=O)n1 (configuration not stated),5,0.1,7,-0.2
O=C(N/C(=C/c1ccccc1)C(=O)N1CCOCC1)c1ccccc1Cl,-8,-0.1,-7,-0.1
O=C(c1ccc([N+](=O)[O-])cc1)N(Cc1ccccc1F)N1C(=O)c2ccccc2C1=O,-2,0.1,16,-0.7
CC(C)(N)C(=O)Nc1ccc(Br)cc1,-5,0.1,-7,-0.9
Cc1ccc(NC(=O)CN2C(=O)N/C(=C/c3ccc(N4CCOCC4)cc3)C2=O)cc1,-35,0.1,15,0.8
COC(=O)COc1ccc(S(=O)(=O)Nc2ccc(C(N)=O)cc2)cc1C,3,-0.2,-8,-1.1
CC(C)(C)c1ccc(S(=O)(=O)NCCc2ccncc2)cc1,3,-0.1,-6,-0.6
Oc1ccc(N2CCN(Cc3ccc(OCC(O)CN4CCCCC4)cc3)CC2)cc1 (configuration not stated),-10,-0.1,-129,1.1
O=C(O)CS(=O)(=O)c1ccc(SC(F)(F)F)cc1[N+](=O)[O-],20,-0.2,0,1.3
CC(=O)Oc1c(Br)cc(Cl)cc1C(=O)Nc1ccc(C)c(Br)c1,22,0.2,8,-3.1
CCOC(=O)c1ccc(NC(=S)N2c3ccccc3NC3=C(C(=O)CC(C)(C)C3)C2c2cccc([N+](=O)[O-])c2)cc1 (configuration not stated),0,-0.2,-6,-0.1
CC(C)(C)c1ccc(-c2nc3ccccc3c(=O)n2NC(=O)COc2ccc(Cl)cc2Cl)cc1,9,0.0,10,0.5
N#C/C(=C\c1ccc(-c2cccc([N+](=O)[O-])c2)o1)C(=O)NCCN1CCOCC1,-4,0.0,4,-1.6
COc1ccc(CN2CCN(C3CCCC3)C(CCO)C2)c(OC)c1OC (configuration not stated),-4,-0.1,-11,-0.5
O=C(CSc1nc2cc(C(=O)N3CCCCC3)ccc2c(=O)n1CCc1ccccc1)c1ccccc1,-3,-0.2,3,-0.6
O=C1OC(c2cccc(F)c2)=N/C1=C\c1ccc(Cl)cc1Cl,-4,0.0,1,-1.2
COc1cccc(NC(=O)Nc2nnc(CSCc3ccccc3Cl)s2)c1,1,0.3,3,1.2
CN(C)N1C(N)=C(C#N)C(c2ccccc2)C2=C1CC(C)(C)CC2=O (configuration not stated),6,0.1,13,0.6
COc1ccc(OC)c(NC(=O)CSc2nc(N)c(NC(=O)c3ccco3)c(=O)[nH]2)c1,9,0.1,16,0.7
Cc1cc2c(=O)n(CC(=O)NCC(=O)Nc3ccc4c(c3)OCO4)cnc2s1,20,0.0,1,-0.7
COc1ccc(-c2cc3n(c2)CCn2cccc2-3)cc1,-5,-0.1,4,0.0
O=C(CSc1nc2ccccc2n1S(=O)(=O)c1ccc(Cl)cc1)NCc1cccc(Cl)c1,1,0.0,-15,-0.4
O=C(CNc1ccc2ccccc2c1)N/N=C/c1ccccc1F,1,0.0,0,1.9
O=C(NC1CCN(Cc2ccccc2)CC1)c1ccnc(N2CCC(N3CCOCC3)CC2)c1,-3,0.0,4,0.1
COc1ccc(/C=C2/C(=O)NN(c3ccc(F)c(Cl)c3)C2=O)cc1Br,4,0.1,7,0.1
CC(=O)Nc1ccc(S(=O)(=O)NCCOc2ccc(Cl)cc2C)cc1,3,1.1,17,0.3
Cn1cc(SCC(=O)NC2CCCCC2)c2ccccc21,-13,0.0,3,-1.4
Cc1cc(C)c2nc3s/c(=C\c4cc(C)c(C)cc4C)c(=O)n3c2c1,4,0.3,31,-1.3
CC(=O)Nc1ccc(CN2CCN(Cc3ccccc3F)C(CCO)C2)cc1 (configuration not stated),-4,0.0,12,0.1
Cc1nn(-c2ccccc2)c2sc(C(=O)N(C)C3CCN(C)CC3)cc12,-4,-0.3,-7,-0.6
O=C(NCc1cccs1)c1cc(-c2ccccc2O)on1,-48,-0.1,-7,-0.2
O=C1c2ccccc2-c2onc3c(Br)cc(O)c1c23,7,-0.1,18,1.2
CS(=O)(=O)N1CCN(Cc2ccccc2[N+](=O)[O-])CC1,13,0.6,11,0.9
Cc1c(Cl)cccc1NC(=O)c1sc2ncn(CC(=O)N3CCCC(C)C3)c(=O)c2c1C (configuration not stated),4,0.0,12,-0.5
COc1ccc(N2CCn3c(SCC(C)=O)nnc32)cc1,-5,0.1,8,-1.3
COc1ccccc1NS(=O)(=O)c1cccc(N=C2N=C(N)c3ccccc32)c1,4,0.0,5,-0.5
Cc1ccc(C(N)P(=O)(O)O)cc1[N+](=O)[O-] (configuration not stated),8,0.0,4,1.9
CC1Cc2ccccc2N1S(=O)(=O)c1ccc2[nH]c(=O)c(=O)[nH]c2c1 (configuration not stated),8,0.9,18,-0.7
O=C(N1CCc2ccccc2C1)C1(c2cccs2)CCOCC1,-3,0.0,-21,-0.2
CCCCOC(=O)c1ccc(-n2ccnc2)cc1,0,0.7,8,-1.8
Cc1cccc(Cn2c(N(CCO)CCO)nc3c2c(=O)n(C)c(=O)n3C)c1,4,-0.1,7,0.1
COCCOC(=O)Cn1nc2c3c(C)c(C)sc3nc(C)n2c1=O,1,-0.1,8,2.2
O=C1C(=O)N(c2ccccn2)C(c2ccccc2)/C1=C(\O)c1ccc(Cl)cc1 (configuration not stated),-2,-0.1,17,-0.2

# Compounds shown so far containing two or more sulfur atoms, in the order listed:
SMILES,TEAD-YAP inh,FBW7 activator,MITF primary,GPR151 ag
Cc1ccc(CN(C(=O)c2cccs2)C2CCS(=O)(=O)C2)cc1 (configuration not stated),1,-0.1,13,-1.4
O=C(O)CS(=O)(=O)c1ccc(SC(F)(F)F)cc1[N+](=O)[O-],20,-0.2,0,1.3
COc1cccc(NC(=O)Nc2nnc(CSCc3ccccc3Cl)s2)c1,1,0.3,3,1.2
O=C(CSc1nc2ccccc2n1S(=O)(=O)c1ccc(Cl)cc1)NCc1cccc(Cl)c1,1,0.0,-15,-0.4

# The list goes on:
SMILES,TEAD-YAP inh,FBW7 activator,MITF primary,GPR151 ag
COC(=O)C1=CN(Cc2ccc(Cl)cc2)C=C(C(=O)OC)C1c1cc(OC)c(OC)cc1OC,8,-0.1,1,0.8
c1ccc(OCCNc2ccnc(Nc3ccncc3)n2)cc1,4,0.0,12,-0.9
COc1ccc2c(c1)C1NC(=S)NC(C)(O2)C1C(=O)Nc1ccc(Cl)cc1 (configuration not stated),-4,-0.1,-5,0.2
CCC(C)NC(=O)CSc1nc2cc3c(cc2c(=O)n1Cc1ccc(C(=O)NCCc2ccc(OC)c(OC)c2)cc1)OCO3 (configuration not stated),4,0.0,-2,-0.1
CCN(CC)CCCNC(=O)c1cc(-c2ccc(OC)c(OC)c2)on1,-7,0.0,2,-0.2
COc1ccccc1Nc1nc(C2(C)CC3(CC(C)OC3=O)C(=O)O2)cs1 (configuration not stated),-18,0.2,26,-2.2
CCOc1ncccc1C(=O)Nc1ccc(N(CC)CC)c(Cl)c1,8,0.1,1,-1.4
CC1=NN(C(=O)c2ccc(N/C(C)=C/C(=O)C(F)(F)F)cc2)C(O)(C(F)(F)F)C1 (configuration not stated),-19,0.0,14,0.0
Cc1nnc(NC(=O)c2ccc(NC(=O)C(C)C)cc2)s1,-15,-0.1,4,-0.5
CC1CC(C)(C)CC2(C1)NC(=S)N(C)N2 (configuration not stated),8,0.0,12,-1.4
CCCn1c(=S)[nH]c2cc(C(=O)OC)ccc2c1=O,-14,0.0,-15,-1.6
CS(=O)(=O)N(CC(=O)N1CCCC1)c1ccc(C23CC4CC(CC(C4)C2)C3)cc1,13,-0.1,2,-0.4
COc1ccc(C(=O)Nc2ccc(-c3nc4ccccc4c(=O)o3)cc2)cc1,-5,-0.1,-9,4.9
CCC(=O)Nc1nc(CN2CCc3ccccc3C2)cs1,3,-0.2,-16,-0.3
CCOC(=O)C1CCN(c2c(N3CCOCC3)c(=O)c2=O)CC1,-2,0.0,2,2.9
COc1ccc(C(c2ccccn2)N(C)C(=O)C2CCN(C(=O)OCC(C)C)CC2)cc1 (configuration not stated),-14,-0.3,-12,-0.9
O=C(Cn1c(=S)[nH]c2ccccc2c1=O)NCC1CCCO1 (configuration not stated),0,0.1,0,0.8
O=C(O)c1ccc(CNCCCc2ccccc2)s1,-2,-0.1,-10,0.8
CCOC(=O)C(CC(C)C)N(Cc1cccc(C)c1)S(=O)(=O)c1ccc(Br)cc1 (configuration not stated),11,0.9,1,-1.6
COc1ccc(Br)c(C(=O)OCc2ccccc2C#N)c1,3,0.5,8,-0.2
Cc1ccccc1CC1SC(=Nc2ccccc2)NC1=O (configuration not stated),2,0.2,11,0.4
O=[N+]([O-])c1ccc(-c2nc(C=Nc3cc(Cl)ccc3Cl)c(O)o2)cc1,-10,0.2,-1,-0.1
O=C(Cc1ccccc1)NNS(=O)(=O)c1ccccc1[N+](=O)[O-],4,0.1,9,0.4
COc1ccc(CNC(=O)c2cnc3scc(C(C)(C)C)n3c2=O)cc1OC,9,-0.4,11,1.4

# Random excerpt: 6 compounds from above, in no set order.
SMILES,TEAD-YAP inh,FBW7 activator,MITF primary,GPR151 ag
Cc1ccccc1CC1SC(=Nc2ccccc2)NC1=O (configuration not stated),2,0.2,11,0.4
O=C(Cn1c(=S)[nH]c2ccccc2c1=O)NCC1CCCO1 (configuration not stated),0,0.1,0,0.8
CCOC(=O)C1CCN(c2c(N3CCOCC3)c(=O)c2=O)CC1,-2,0.0,2,2.9
COc1ccc(C(c2ccccn2)N(C)C(=O)C2CCN(C(=O)OCC(C)C)CC2)cc1 (configuration not stated),-14,-0.3,-12,-0.9
COc1ccc(C(=O)Nc2ccc(-c3nc4ccccc4c(=O)o3)cc2)cc1,-5,-0.1,-9,4.9
CCOC(=O)C(CC(C)C)N(Cc1cccc(C)c1)S(=O)(=O)c1ccc(Br)cc1 (configuration not stated),11,0.9,1,-1.6

# The listing continues.
SMILES,TEAD-YAP inh,FBW7 activator,MITF primary,GPR151 ag
Cc1cccc(C)c1NC(=O)c1cccnc1Oc1ccc(Cl)cc1,5,0.4,29,-0.1
O=C1CC(=O)Nc2cc(S(=O)(=O)NCCOc3cccc(C(F)(F)F)c3)ccc2N1,0,-0.1,-3,0.3
CC1=C(C(=O)Nc2ccc(C)cn2)C(c2ccc3c(c2)OCO3)C2=C(CCCC2=O)N1 (configuration not stated),6,-0.2,-2,0.9
COC(=O)c1ccc(NC(=O)CN(C)S(=O)(=O)c2ccc3c(c2)CCC(=O)N3)cc1,-1,0.6,12,1.9
O=[N+]([O-])c1cccnc1N1CCC(c2cc(-c3cccs3)n[nH]2)CC1,-4,-0.1,-7,-1.0
CCCc1sc(Nc2cccc3ccccc23)nc1-c1ccc(Cl)c(Cl)c1,7,0.1,10,0.4

# Source: PubChem (The Scripps Research Institute Molecular Screening Center)
